KB-3-1 cytotox: KB-3-1 parental cell cytotoxicity; KB-3-1 viability, CellTiter-Glo ATP luminescence, 72 h; Potency, µM (series often up to 46.1 µM), for inactives: at the top dose activity change, negative = cytotoxic, actives largely listed as cytotoxic; 400,000 compounds, 1.4% hits; note: potency is the fitted concentration of half-maximal effect; % is set by controls: 0 for no effect and ±100 for the full control effect; nearly all actives have a fitted effect of over 60% in size
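KB-3-1 cells, DMEM (no phenol red) + 10% FBS; compound by pin transfer, 72 h, 37 °C. Readout: CellTiter-Glo luminescence after 10 min. Data normalized, curve-fitted.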
ATXN2 expr inh: reduces ATXN2 reporter expression in HEK-293 cells | HEK-293 ATXN2-luciferase reporter, luminescence, 24 h | Potency, µM (series often up to 57 µM), inactives show top-dose activity change, negative = inhibition, usual class: inhibitors | 360,000 compounds, 0.72% hits | AID 1745845; note: potency is the fitted concentration of half-maximal effect; % is set by controls: 0 for no effect and ±100 for the full control effect; nearly all actives have a fitted effect of over 55% in size
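ATXN2-luciferase reporter cells (luciferase flanked by upstream and downstream ATXN2 gene portions) were treated 24 h at 37 °C with compounds at up to 57 uM. SteadyGlo luminescence gave expression; GF-AFC fluorescence gave viability.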
MCF10A rereplic: DNA re-replication induction in MCF 10a cells; 350,000 compounds, 2.9% hits; Potency, µM (titrated, usually from 46.1 µM), for the others: at the highest dose activity, positive = re-replication, most hits filed as activators; AID 624296; MCF 10A DNA re-replication, Hoechst nuclear intensity, 48 h; note: potency is the fitted concentration of half-maximal effect; % of control where 0% means no effect; nearly all actives have a fitted effect of over 50% in size
HepG2 viability: counter-screen for TGF-b inhibitors: cytotoxicity in HepG2 cells. 410,000 compounds, 0.76% hits. Potency, µM (highest dose often 46.1 µM), for the others: top-dose activity change, negative = cytotoxicity, most hits filed as cytotoxic. AID 588856. HepG2 CAGA-GFP viability, ATP luminescence, 18 h; note: potency is the fitted concentration of half-maximal effect; some results filed as inactive show a strong effect at the top dose
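CellTiter-Glo luminescence gave cytotoxicity after 18 hours at 37 degrees C. The cells were HepG2 CAGA-GFP in 1% FBS DMEM, stimulated with 500 pg/mL TGF-beta after compound addition. %Activity was normalised to no-cell wells (complete cell-killing) and DMSO (no toxicity), and curves were fitted and classified.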
IL-1B inflam inh: inhibitors of inflammasome signaling (IL-1 beta secretion); 360,000 compounds, 4.7% hits; activity change, % at 57.5 µM; THP-1 LPS/ATP IL-1B secretion, AlphaLISA, 16 h; active compounds read low; AID 743279; in the data active = activity change below about -50%; inconclusive = mostly about -30% to -49%; note: % is set by controls: 0 for no effect and ±100 for the full control effect
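THP-1 cells pretreated 1 hr with compounds (up to 57.5 uM final), then stimulated with LPS (250 ng/mL final) plus ATP (1.25 mM final); secreted IL-1B measured by AlphaLISA after 16 hr, decreased signal indicating inhibition.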
HT1080 IDH1KD tx: toxicity to HT-1080 IDH1 knockdown cells (counter line). HT-1080 IDH1 knockdown viability, ATP luminescence, 48 h. Potency, µM (highest dose often 46.1 µM), inactives show at the top dose activity, negative = toxicity, most hits filed as cytotoxic. 360,000 compounds, 2% hits. AID 686971;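 note: potency is the fitted concentration of half-maximal effect; 0% = DMSO wells and -100% = cell-free medium wells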
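In this qHTS, HT-1080 cells depleted of IDH1 are exposed for 48 h at 37 °C to compound titrations. Toxicity is scored from CellTiter-Glo luminescence, with DMSO as full viability and medium alone as none.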
HT1080-NT tox: kills 2HG-producing HT-1080-NT fibrosarcoma cells; Potency, µM (titrated, usually from 46.1 µM), without a hit: at the top dose activity, negative = less viability, usual class: cytotoxic; 360,000 compounds, 1.6% hits; HT-1080-NT fibrosarcoma viability, CellTiter-Glo ATP luminescence, 48 h; AID 686970;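 note: NT is the 2HG producing partner of a matched IDH1 knockdown line; potency is the fitted concentration of half-maximal effect; 0% = DMSO-treated cells and -100% = media-only wells without cells; nearly all actives have a fitted effect of over 55% in size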
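Fibrosarcoma NT cells, 750 per well in 5% FBS RPMI, were exposed to compound for 48 hours. Viability: CellTiter-Glo luminescence.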
SW480 rerep: induces DNA re-replication in SW480 colon adenocarcinoma cells; SW480 DNA re-replication, Hoechst DNA content imaging, 48 h; Potency, µM (titrated, usually from 46.1 µM), for inactives: at the top dose re-replication activation, usual class: activators; 340,000 compounds, 1.8% hits; AID 624297; note: potency is the fitted concentration of half-maximal effect; % of control where 0% means no effect; nearly all actives have a fitted effect of over 55% in size
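Hoechst fluorescence of nuclei (405 nm excitation, 500-530 nm emission) measured by plate-scanning imager after 48 hr compound exposure at 37 C; re-replication scored as increased number of nuclei with elevated intensity.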
ATXN viability: reduces viability in counter-screen for ATXN expression inhibitors. Potency, µM (titrated, usually from 56.7 µM), hits mostly cytotoxic. S2 cells (HEK-293 line with an ATXN2-luciferase reporter) viability, CellTiter-Fluor protease fluorescence, 24 h. AID 651635. 400,000 compounds, 0.49% hits; note: potency is the fitted concentration of half-maximal effect; nearly all actives have a fitted effect of over 40% in size
* hit, by the source's call; i = inactive; ? = inconclusive; . = not tested or not shown; [ ] = remark or other dose. Unless noted, calls come from the whole dose curve; as a rule, active = well fitted curve in the direction sought with a large enough effect; inconclusive = small, poorly fitted or top-dose-only effect, or another doubt; inactive = no such curve, though single readings can be large; an effect the other way counts as inactive or inconclusive. Random draw from the library; overall some 8.9% were active at least once.

SMILES	KB-3-1 cytotox	ATXN2 expr inh	MCF10A rereplic	HepG2 viability	IL-1B inflam inh	HT1080 IDH1KD tx	HT1080-NT tox	SW480 rerep	ATXN viability
O=C(CCC(=O)Nc1ccccc1)N/N=C/c1ccco1	0%	-9%	13%	-2%	-7	-4%	-7%	6%	i
CN(C)c1ccc(-c2ccnc3c2CC(C)(C(=O)Nc2cccc(N(C)C)c2)O3)cc1 (configuration not stated)	0%	-4%	.	-6%	16	12%	17%	.	i
CCOC(=O)c1[nH]c2cc3c(cc2c1CCCN1C(=O)c2ccccc2C1=O)OCCO3	-2%	-13%	1%	-15%	33	-25%	-29%	-3%	i
COC(=O)C1=C(C)NC(c2c(O)ccc3ccccc23)C(C(=O)OC)=C1C (configuration not stated)	14%	2%	11%	26%	-7	2%	-3%	-186%[inhibitor]	i
NC(=O)c1ccc(SCC(=O)OCC(=O)NCc2ccco2)c([N+](=O)[O-])c1	16%	10%	2%	6%	14	2%	0%	-6%	i
O=C(N/N=C1\CC(c2ccccc2)Oc2ccccc21)c1cccnc1 (configuration not stated)	-11%	?	7%	-24%	67	12µM*	?	?	i
C[C@@H]1CN([C@@H](C)CO)C(=O)c2cc(NS(C)(=O)=O)ccc2O[C@@H]1CN(C)Cc1ccc(C(F)(F)F)cc1	2%	-15%	8%	-13%	4	5%	13%	0%	?
CCN(CC)CCNC(=O)c1nn(-c2ccc(OC)c(Cl)c2)c(=O)c2c1c1ccccc1n2C	2%	-2%	.	-13%	.	.	.	.	i
c1ccc2c(c1)CC1(CCCC1)n1nnnc1-2	2%	3%	5%	-8%	-4	2%	6%	-5%	i
COc1ccc(Cn2ccnc2SCC(=O)Nc2ccccc2F)cc1	-1%	-3%	-11%	-10%	-2	0%	-1%	0%	i
O=C(c1ccc(-c2ccccc2)cc1)N1CCN(c2ccccn2)CC1	22%	-7%	8%	-12%	-3	6%	2%	6%	i
COc1ccc2c(=O)c(-c3ccccc3C)c(C)oc2c1	-1%	24%	-10%	-33%	-23	-6%	-4%	-7%	i
CCCCn1nnnc1C(c1cc2ccccc2o1)N1CCCCC1 (configuration not stated)	?	-12%	.	.	-8	-28%	3%	.	?
CSCCC(NS(=O)(=O)c1ccc(Cl)cc1)C(=O)OCc1cccc(Cl)c1 (configuration not stated)	-5%	-12%	?	-10%	0	-22%	-23%	?	i
COC(=O)c1ccc(NC2CC(=O)N(c3ccccc3C)C2=O)cc1 (configuration not stated)	1%	-1%	13%	5%	15	17%	14%	-1%	i
Cn1c(=O)[nH]c(=O)c2c1nc1n2CCS1	9%	-16%	1%	4%	29	-2%	4%	-3%	i
O=C(Cc1ccccc1)Nc1nccs1	4%	.	-1%	-2%	-5	1%	-1%	-6%	i
COc1cc2ccccc2cc1C(=O)N(CCN(C)C)c1nc2ccc(C)cc2s1	-7%	-27%	?	-37%	-21	16µM*	23µM*	?	i
CC(=O)NC(=O)c1cnn(-c2ccccc2)c1N	-1%	-8%	21%	-11%	-2	-7%	-8%	8%	i
O=S(=O)(NCc1cn2ccccc2n1)c1ccccc1F	4%	.	-1%	12%	6	-4%	1%	6%	i
CCOC(=O)[C@]12CCCC=C1N(Cc1ccco1)C(=O)[C@H](CC(=O)N1CCOCC1)C2	11%	7%	.	.	31	2%	17%	.	i
C=CCn1c(=O)[nH]c2cc(C(=O)N3CCN(c4ccc(C(C)=O)cc4)CC3)ccc2c1=O	-10%	4%	9%	-28%	-7	?	-30%	5%	i
COc1ccc(-c2nnc(SCC(=O)N3CCCCC3)o2)c(OC)c1	-6%	44%[activator]	5%	-16%	-20	13%[9.24 µM]	-1%	1%	i
Cc1cc(Oc2ccc(=O)n(C)n2)nc(SCC(N)=O)n1	5%	0%	-6%	-14%	9	15%	-1%	-22%	i
COc1cc(OC)c(OC)cc1/C=C/C(=O)OCC(=O)Nc1c(C)n(C)n(-c2ccccc2)c1=O	-5%	.	3%	-17%	-15	6%	3%	-11%	i
Cc1ccc(/C=N/NC(=O)CC(=O)NCc2cccnc2)cc1	1%	0%	8%	10%	1	9%	-2%	2%	i
CC(C)Cc1ccc(C(C)C(N)=Nc2ccc(O)cc2)cc1 (configuration not stated)	?	?	?	16µM*	.	21µM*	?	?	i
Cc1nn2c(N3CCOCC3)cc(C(C)C)nc2c1-c1ccccc1	-9%	2%	-1%	4%	-13	11%	6%	-6%	i
C/C=C/c1cnc2c(c1)C(=O)N([C@@H](C)CO)C[C@H](C)[C@@H](CN(C)S(=O)(=O)c1ccc(C)cc1)O2	-17%	-8%	.	1%	-11	3%	-3%	.	i
COc1ccc(C(=O)C[n+]2ccc3c(c2)nnn3-c2ccccc2)cc1	12%	-22%	-3%	-21%	-7	-14%	-13%	-11%	i
CC(C)(C)OC(=O)N1CCN(c2ccc(NC(=O)c3ccco3)cc2)CC1	2%	-1%	5%	3%	-2	10%	6%	-13%	i
COc1ccc(/C=N/NC(=O)c2cccnc2)cc1CSc1ccccn1	?	4%	13µM*	1%	60	12µM*	23µM*	13µM*	i
Cc1nc2c(-c3ccccc3)c(C)nn2c(C)c1CCC(=O)NCc1ccco1	-4%	-11%	0%	1%	-9	-12%	0%	-2%	i
O=[N+]([O-])c1cncc([N+](=O)[O-])c1Nc1ccccc1Cl	2%	-14%	-1%	-24%	-21	-1%	-1%	?	i
CCCc1nn(C)c(C(N)=O)c1[N+](=O)[O-]	16%	5%	-2%	-3%	28	-4%	6%	?	i
Cc1cccc(NC(=O)CN2CCN(CC(=O)Nc3ccc(-c4ccccc4)cc3)CC2)c1C	-2%	-9%	-10%	-7%	-10	-24%	-1%	-1%	i
Cc1cc(C2=CC(=O)C[C@H](c3ccc4c(c3)OCO4)C2)ccc1F	-2%	-1%	?	-19%	-51*	-8%	-2%	-13%	i
O=C(NCc1ccc2c(c1)OCO2)c1ccc2c(c1)C(=O)N(Cc1cccnc1)C2=O	-5%	-25%	0%	-5%	23	13%	16%	-2%	i
CCOC(=O)c1c(-c2ccco2)csc1NC(=O)COC(=O)c1cnc(C)cn1	-1%	6%	4%	-4%	-1	0%	6%	-15%	i
C=CCc1cccc(/C=N/c2ncccc2O)c1O	1%	-4%	2%	-5%	1	-2%	3%	-1%	i
CCCOc1ccc(C(=O)Nc2ccc3c(c2)OCO3)cc1	?	-13%	-2%	-27%	-2	?	-4%	-4%	?
O=C(Nc1ccncc1)c1ccc(Cl)c([N+](=O)[O-])c1	?	3%	15%	-26%	-65*	7%	2%	0%	i
CN1CCCC(CC2Oc3ccccc3Sc3ccccc32)C1 (configuration not stated)	?	?	?	-50%	-73*	21µM*	15µM*	?	?
CC(=O)c1cccc(NC(=O)C(=O)Nc2cccc3ccccc23)c1	-8%	15%	6%	-4%	-10	-9%	-13%	0%	i
Cc1ccc(N2CC(C(=O)NCc3ccco3)CC2=O)cc1Cl (configuration not stated)	9%	-4%	1%	4%	6	23%	13%	8%	i
CCCn1c(=O)c(C(=O)NCc2ccc3c(c2)OCO3)c(O)c2ccccc21	3%	.	-2%	-6%	21	4%	-1%	-11%	i
Cc1ccc(S(=O)(=O)NCCC(=O)NC2CCCCCC2)cc1C	1%	-7%	0%	-4%	3	2%	2%	-2%	i
CN(C)S(=O)(=O)c1cccc(NC(=O)COC(=O)COc2ccccc2[N+](=O)[O-])c1	1%	-13%	-1%	-12%	-2	18%	6%	-3%	i
O=C(NN1C(=O)/C(=C/c2ccc(O)cc2)SC1=S)c1cccc(O)c1	13%	.	-6%	-2%	-15	11%	0%	-11%	?
CC(C)OP(=O)(OC(C)C)C(NC(=O)c1ccc(Br)cc1)c1ccccc1 (configuration not stated)	?	-31%	?	-5%	7	?	20µM*	?	i

(next part)
SMILES	KB-3-1 cytotox	ATXN2 expr inh	MCF10A rereplic	HepG2 viability	IL-1B inflam inh	HT1080 IDH1KD tx	HT1080-NT tox	SW480 rerep	ATXN viability
CC1CCCCC1NC(=O)CSc1nnc(CN2CCOCC2)n1C (configuration not stated)	-10%	-11%	?	29%	1	24%	-5%	?	i
Cn1cccc1C1C(C#N)=C(N)OC2=C1C(=O)CCC2 (configuration not stated)	-2%	-1%	-2%	-6%	12	-3%	-1%	-7%	i
COc1ccccc1NC(=O)CCC(=O)Nc1cc(OC)c(NC(=O)c2cccs2)cc1OC	14%	-3%	-1%	-10%	6	11%	14%	-3%	i
Cc1cccc2cc(CN(Cc3ccc(F)cc3)C(=O)N3CCOCC3)c(=O)[nH]c12	-8%	-1%	6%	-10%	-23	8%[9.24 µM]	-6%	-4%	i
O=C(COC(=O)c1ccc(O)cc1)NC1CCCCCCC1	7%	.	.	-10%	49	1%	-4%	.	i
Cc1ccc(Cc2c(C3CCCCC3)nc3ccc(Br)cn23)cc1	0%	-26%	.	-13%	8	?	?	.	?
CCc1cccc(CC)c1NC(=O)c1cccc(N)c1	0%	3%	-2%	2%	-3	7%	2%	-7%[9.22 µM]	i
Clc1ccccc1CSC1=NCCN1	6%	11%	13%	-10%	-1	0%	-2%	-5%	i

Compound profiles, as listed above. Order of screens: KB-3-1 cytotox	ATXN2 expr inh	MCF10A rereplic	HepG2 viability	IL-1B inflam inh	HT1080 IDH1KD tx	HT1080-NT tox	SW480 rerep	ATXN viability
`C/C=C/c1cnc2c(c1)C(=O)N([C@@H](C)CO)C[C@H](C)[C@@H](CN(C)S(=O)(=O)c1ccc(C)cc1)O2` is listed with -17%	-8%	.	1%	-11	3%	-3%	.	i
`COc1cc(OC)c(OC)cc1/C=C/C(=O)OCC(=O)Nc1c(C)n(C)n(-c2ccccc2)c1=O` is listed with -5%	.	3%	-17%	-15	6%	3%	-11%	i
`CSCCC(NS(=O)(=O)c1ccc(Cl)cc1)C(=O)OCc1cccc(Cl)c1` (configuration not stated) is listed with -5%	-12%	?	-10%	0	-22%	-23%	?	i
`COC(=O)c1ccc(NC2CC(=O)N(c3ccccc3C)C2=O)cc1` (configuration not stated) is listed with 1%	-1%	13%	5%	15	17%	14%	-1%	i

Bioassay records (PubChem BioAssay)
